Assay outcomes (PubChem BioAssay)
MBNL1 CUG block – MBNL1-poly(CUG) RNA binding inhibition | Q9NR56 | TR-FRET MBNL1-His/biotin-(CUG)12 binding, 665/545 ratio | Potency, µM (top dose mostly 57.5 µM), for inactives: at the top dose activity change, negative = inhibition, hits mostly inhibitors | actives 0.036% (n = 280,000); active = well fitted inhibition curve with a large enough effect in the signal ratio, with a control signal flat, not every such curve was filed as active; inconclusive = small, poorly fitted or top-dose-only effect, or effect the other way, or a change in a side signal; inactive = no such curve, though single readings can be large or run the other way; the % refers to the signal ratio; note: potency is the fitted concentration of half-maximal effect; % is set by controls: 0 for no effect and ±100 for the full control effect
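MBNL1-His + Biotin-(CUG)12, cpd titration 92 nM–58 uM; Tb anti-His Ab 0.055 ng/ul, SA-XL665 5 nM (final); 60 min RT; ratiometric 665/545 nm, Ex 340 nm; normalized to buffer and full-complex controls.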
hERG WT inh – inhibitors of human wildtype KCNH2 potassium channel. U2OS, BacMam KCNH2, thallium flux FluxOr; active compounds read low. activity change, % at 1.84 µM. Q12809. actives 0.37% (n = 340,000);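 active = maximum activity change below -70%; inconclusive = maximum activity change between -70% and -50%; inactive = maximum activity change above -50%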; note: % is set by controls: 0 for no effect and ±100 for the full control effect
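U2OS cells were transduced with wild-type KCNH2 virus (2.03 x 10^8 / mL) for 4 h at room temperature, then cultured overnight at 37 C. Thallium flux was read with FluxOr dye. Rate constants were normalized to DMSO controls.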
GALK inh – galactokinase (human) inhibition; P51570; Purified GALK, Kinase-Glo residual ATP luminescence; Potency, µM (top dose mostly 57.5 µM), for the others: at the top dose activity change, negative = inhibition, usual class: inhibitors; actives 0.007% (n = 270,000); AID 1868; note: potency is the fitted concentration of half-maximal effect; % is set by controls: 0 for no effect and ±100 for the full control effect
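ATP-depletion format; final 35 uM ATP, 100 uM D-galactose, 5 nM enzyme; pH 8.0 HEPES/Mg2+ buffer; 60 min RT; luminescence read 10 min after detection reagent.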
PKM2 activator – PKM2 (human) enzyme activation; P14618; purified PKM2, Kinase-Glo ATP luminescence, activation; response scale: 0% is enzyme alone, no compound; Potency, µM (doses to about 57.5 µM), without a hit: top-dose activation, actives largely listed as activators; actives 0.34% (n = 260,000); AID 1631; note: potency is the fitted concentration of half-maximal effect; % is set by controls: 0 for no effect and ±100 for the full control effect; nearly all actives have a fitted effect of over 55% in size
Target sequence (P14618 whole entry, looked up): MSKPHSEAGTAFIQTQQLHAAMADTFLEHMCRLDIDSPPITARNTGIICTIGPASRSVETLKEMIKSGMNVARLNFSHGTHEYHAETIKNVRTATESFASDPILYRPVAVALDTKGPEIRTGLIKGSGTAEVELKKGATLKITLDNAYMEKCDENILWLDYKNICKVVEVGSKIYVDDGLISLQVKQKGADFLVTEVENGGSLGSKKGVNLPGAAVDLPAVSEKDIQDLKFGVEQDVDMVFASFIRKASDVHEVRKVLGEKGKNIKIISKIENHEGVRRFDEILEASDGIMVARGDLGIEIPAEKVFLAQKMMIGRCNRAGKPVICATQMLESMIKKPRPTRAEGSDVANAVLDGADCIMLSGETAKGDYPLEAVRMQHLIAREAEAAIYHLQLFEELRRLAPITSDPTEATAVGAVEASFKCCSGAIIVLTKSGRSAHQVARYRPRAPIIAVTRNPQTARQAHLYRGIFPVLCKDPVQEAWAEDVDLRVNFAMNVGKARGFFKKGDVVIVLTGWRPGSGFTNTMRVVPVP
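Kinase-Glo luminescence reports ATP generated from ADP (0.1 mM) and PEP (0.5 mM) by purified hPK-M2 after 1 h at room temperature, pH 7.2 imidazole buffer; intermediate enzyme activity allows detecting inhibitors and activators.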
Menin MLL FP TR – menin-MLL binding inhibition, Texas Red mutant peptide; O00255; actives 0.23% (n = 270,000); Potency, µM (doses to about 61.6 µM), inactives show top-dose FP activity change, negative = inhibition, hits mostly inhibitors; AID 1768; Menin + Texas Red MLL mutant peptide, fluorescence polarization; active = well fitted inhibition curve with a large enough effect in the polarisation, with a control signal flat, not every such curve was filed as active; inconclusive = small, poorly fitted or top-dose-only effect, or effect the other way, or a change in a side signal; inactive = no such curve, though single readings can be large or run the other way; the % refers to the polarisation; note: potency is the fitted concentration of half-maximal effect; % of control where 0% means no effect; many of its hits are not listed in these tables
TSHR antag – human thyrotropin receptor antagonism. P16473. TSHR-expressing cells, TSH-stimulated cAMP HTRF, 2 h; active compounds read low. activity change, negative = inhibition, % at 11.5 µM. actives 0.2% (n = 330,000);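 active = activity change below a set negative limit, meaning inhibition stronger than a set level, cut at about -70% in these data; inconclusive = activity change between two set negative limits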; note: % is set by controls: 0 for no effect and ±100 for the full control effect
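Competitive HTRF cAMP read-out (cryptate anti-cAMP antibody, cAMP-d2; 30 min, room temperature) in freshly harvested TSHR cells. Compounds added before TSH at EC80 (4nM final), followed by 2 hours' incubation at 37 deg C.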
Eya2 phos inh – blocks the phosphatase activity of human Eya2; recombinant Eya2, OMFP fluorescence dephosphorylation (OMFP is methylfluorescein phosphate); Potency, µM (doses to about 76.9 µM), for the others: at the highest dose activity, negative = inhibition, usual class: inhibitors; actives 0.006% (n = 330,000); AID 488837; note: potency is the fitted concentration of half-maximal effect; % is set by controls: 0 for no effect and ±100 for the full control effect
Target sequence (O00167 whole entry, looked up): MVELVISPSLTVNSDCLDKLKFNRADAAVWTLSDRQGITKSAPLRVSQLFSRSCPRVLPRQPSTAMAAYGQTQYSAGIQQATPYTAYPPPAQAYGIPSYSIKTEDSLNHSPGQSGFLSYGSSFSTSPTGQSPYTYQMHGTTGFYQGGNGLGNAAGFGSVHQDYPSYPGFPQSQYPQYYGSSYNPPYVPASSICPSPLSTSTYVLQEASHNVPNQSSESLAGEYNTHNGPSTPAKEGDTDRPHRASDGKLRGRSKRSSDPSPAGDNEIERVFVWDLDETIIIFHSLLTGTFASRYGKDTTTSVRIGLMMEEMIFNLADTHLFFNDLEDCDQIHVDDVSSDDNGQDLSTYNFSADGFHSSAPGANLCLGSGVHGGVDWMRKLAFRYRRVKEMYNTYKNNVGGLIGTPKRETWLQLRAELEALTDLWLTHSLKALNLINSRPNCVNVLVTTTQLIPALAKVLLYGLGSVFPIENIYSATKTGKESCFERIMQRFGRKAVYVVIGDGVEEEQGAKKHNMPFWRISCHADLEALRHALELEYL
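Eya2 protein (added as 0.2 uM solution) was preincubated with compound for 10 min at ambient temperature in 50 mM HEPES pH 7.5, 50 mM NaCl, 5 uM MgCl2, 0.05% BSA, 1 mM DTT. OMFP (added at 50 uM) then reacted 10 min; fluorescence read at 485/525 nm.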
Chronic BCR inh – blocks chronic active B-cell receptor signaling | actives 0.05% (n = 340,000) | AID 493014 | Potency, µM (series often up to 46.1 µM), without a hit: top-dose ratio change, negative = lower green/red ratio, actives largely listed as inhibitors | ABC-DLBCL IkBa-CBG/CBR reporter, luminescence ratio, 4 h; active = well fitted inhibition curve with a large enough effect in the signal ratio, with a control signal flat, not every such curve was filed as active; inconclusive = small, poorly fitted or top-dose-only effect, or effect the other way, or a change in a side signal; the % refers to the signal ratio;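 note: potency is the fitted concentration of half-maximal effect; plate controls were basal doxycycline-induced cells for no effect and cells given 10 µM MG132 for full effect; MG132 reads +100%, hits lower the ratio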
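TMD8 human ABC-DLBCL cells with doxycycline-inducible IκBα–green luciferase fusion and unfused red luciferase, in 0.5% FBS medium; compounds up to 46 uM, 4 h at 37C. Green/red luminescence ratio, filter-overlap corrected, fitted to concentration-response curves.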
Mito fusion yeast – inhibitors of mitochondrial division or activators of mitochondrial fusion | S. cerevisiae fusion-defective mutant growth rescue, CellTiterGlo 48 h | Potency, µM (titrated, usually from 46.1 µM), without a hit: at the highest dose growth rescue (activation), actives largely listed as activators | actives 0.23% (n = 320,000);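 note: potency is the fitted concentration of half-maximal effect; % of control where 0% means no effect; nearly all actives have a fitted effect of over 45% in size; temperature-sensitive fusion mutants such as fzo1-1 at 37 °C on non-fermentable ethanol glycerol medium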
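Read-out: ATP-based luminescence (CellTiterGlo, 10 min ambient) reporting growth of fusion-defective ts yeast after 48 hours at 37C on glycerol/ethanol YPEG medium in the presence of compound.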
USP2a block – inhibitors of human ubiquitin-specific protease USP2a. O75604. USP2 core, Ub-CHOP2 coupled fluorogenic reporter, 485/531. Potency, µM (doses to about 38.3 µM), for the others: top-dose activity change, negative = inhibition, usual class: inhibitors. actives 0.01% (n = 330,000);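 note: potency is the fitted concentration of half-maximal effect; plate controls were DMSO wells for no effect and full inhibition by NEM control for full effect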
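Deubiquitinase activity read as fluorescence (485/531 nm) after Ub-CHOP2 cleavage activates the enterokinase reporter on its substrate; USP2 core 10nM, Ub-CHOP2 and substrate 25nM each, 30min compound preincubation then 60min RT; data normalized to NEM, curves fitted.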
ASM inhibitor – blocks human secretory acid sphingomyelinase | placental ASM, HMU-PC fluorogenic substrate, 60 min | Potency, µM (titrated, usually from 57.5 µM), inactives show at the top dose activity change, negative = inhibition, actives largely listed as inhibitors | actives 0.006% (n = 340,000) | P17405; note: potency is the fitted concentration of half-maximal effect
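Human placenta-derived ASM preincubated with compound 10 min at room temperature, then reacted with 9 uM (final) fluorogenic HMU-PC substrate for 60 min at 37 C. Stop solution raises pH to 10; fluorescence read at Ex 386/Em 447 nm.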
The depositor's hits bear a star; ? = inconclusive; . = no result given; [ ] = remark or other dose. Unless noted, calls come from the whole dose curve; as a rule, active = well fitted curve in the direction sought with a large enough effect; inconclusive = small, poorly fitted or top-dose-only effect, or another doubt; inactive = no such curve, though single readings can be large; an effect the other way counts as inactive or inconclusive. Some of the compounds tested; the hit share may differ from the screen's.

SMILES	MBNL1 CUG block	hERG WT inh	GALK inh	PKM2 activator	Menin MLL FP TR	TSHR antag	Eya2 phos inh	Chronic BCR inh	Mito fusion yeast	USP2a block	ASM inhibitor
COc1ccc(NC(=S)N(CCCN2CCOCC2)C(C)c2cc3cccc(OC)c3o2)cc1 (stereo not drawn)	-9%	13	0%	11%	3%	-76*	-14%	-11%	?	-1%	2%
CSc1nc2ccc(NC(=O)NC(=O)c3c(F)cccc3F)cc2s1	10%	0	.	-33%	.	0	-2%	0%	1%	6%	15%
O=C(O)CN1C(=O)/C(=C/c2ccc(SCc3ccccc3)o2)SC1=S	?	-11	-3%	-9%	?	-17	18%	?	20%	?	6%
COc1cc(OC)c(OC)cc1/C=N/n1c(C)nc2ccccc2c1=O	12%	-3	-1%	-3%	0%	-3	4%	1%	2%	-1%	3%
Cc1ccc(NC(=O)CCC(=O)N/N=C/c2ccc(O)cc2O)cc1	7%	13	2%	.	12%	-5	?	-8%	3%	3%	51%[activator]
Cc1c(NS(=O)(=O)c2ccc(N(C)C3CCCCC3)c([N+](=O)[O-])c2)c(=O)n(-c2ccccc2)n1C	.	2	1%	-16%	3%	2	-19%	-1%	-2%	-3%	-3%
COC(=O)c1cc(NC(=O)CC2Oc3ccccc3NC2=O)cc(C(=O)OC)c1 (stereo not drawn)	-1%	2	7%	.	?	-6	-8%	10%	-9%	2%	4%
Cc1ccc(N(CC(=O)NC2CCCCC2)C(=O)CCCC(=O)Nc2ccccn2)cc1	0%	-4	-1%	1%	-11%	3	2%	?	0%	1%	3%
COc1cccc2sc(N(CCCN(C)C)C(=O)CCS(=O)(=O)c3ccccc3)nc12	-2%	.	0%	6%[0.46 µM]	11%	-2	0%	?	-7%	2%	-2%
COc1cc(/C=C/C(=O)OCC(=O)c2ccc[nH]2)cc(OC)c1OC	.	-20	.	.	.	-1	5%	?	.	2%	-3%
COc1ccc(CCCC(=O)N/N=C/c2cccc(OC)c2O)cc1C	?	-23	2%	-4%	-10%	6	-14%	?	4%	-1%	48%
O=C1CC[C@H](O)CCN1CCSc1ccc(Br)cc1	.	-13	.	.	.	-7	5%	-10%	-6%	-2%	2%
Nc1nnc(SCc2c(F)cccc2Cl)s1	?	1	10%	-5%	.	-7	-1%	-13%	0%	1%	1%
C#CCOCCOCCOCCNc1nc(N2CCN(C(=O)CCCCCCCCCCNC(=O)Cn3cc(C[C@@H](C)O)nn3)CC2)nc(N2CCN(C(=O)CCCCCCCCCCNC(=O)[C@H](CCCCN)n3cc(CCCC(=O)O)nn3)CC2)n1	.	-15	.	.	.	10	-5%	?	-4%	-10%	3%
CCC1CCc2c(sc(NC(=O)c3ccco3)c2C(N)=O)C1 (stereo not drawn)	9%	6	1%	12%	40%[activator]	-16	-23%	?	24%	-1%	4%
CCOC(=O)c1c(NC(=O)CSc2nc3c(c(=O)n(C)c(=O)n3C)n2C(C)C)sc(C)c1C	-6%	4	0%	4%	28%	-3	-3%	?	-3%	6%	-3%
COc1ccc(N2CC(O)=C(c3nc(-c4ccc(Cl)cc4)cs3)C2=N)cc1	.	5	-5%	-2%	14%	3	7%	5%	6%	1%	-1%
CN(C(=O)COC(=O)Cn1cnc2ccccc21)C1CCCCC1	.	2	.	.	.	-20	0%	1%	.	3%	2%
O=[N+]([O-])c1ccc2nc(SCc3cn4ccccc4n3)[nH]c2c1	16%	3	0%	5%	0%	0	3%	?	1%	3%	0%
CS(=O)(=O)Nc1ccc(-c2ccc(/C=C3\SC(N)=NC3=O)o2)cc1	?	-9	.	5%	?	8	6%	?	3%	2%	-3%

In the list so far, 4 have a halogen:
SMILES	MBNL1 CUG block	hERG WT inh	GALK inh	PKM2 activator	Menin MLL FP TR	TSHR antag	Eya2 phos inh	Chronic BCR inh	Mito fusion yeast	USP2a block	ASM inhibitor
CSc1nc2ccc(NC(=O)NC(=O)c3c(F)cccc3F)cc2s1	10%	0	.	-33%	.	0	-2%	0%	1%	6%	15%
O=C1CC[C@H](O)CCN1CCSc1ccc(Br)cc1	.	-13	.	.	.	-7	5%	-10%	-6%	-2%	2%
Nc1nnc(SCc2c(F)cccc2Cl)s1	?	1	10%	-5%	.	-7	-1%	-13%	0%	1%	1%
COc1ccc(N2CC(O)=C(c3nc(-c4ccc(Cl)cc4)cs3)C2=N)cc1	.	5	-5%	-2%	14%	3	7%	5%	6%	1%	-1%

Next part.
SMILES	MBNL1 CUG block	hERG WT inh	GALK inh	PKM2 activator	Menin MLL FP TR	TSHR antag	Eya2 phos inh	Chronic BCR inh	Mito fusion yeast	USP2a block	ASM inhibitor
C[C@H](NC(=O)OC(C)(C)C)c1nnc(SCC(=O)Nc2ccc(Br)cc2)o1	-5%	6	2%	-3%	?	-36	4%	-5%	0%	-3%	-2%
CCO[C@H]1OC(C(=O)NC2CC2)=C[C@@H](C)[C@@H]1CCCO	-7%	.	-1%	2%	6%	0	-2%	-12%	2%	-1%	-2%
CC(C)NC(=O)c1ccccc1NS(=O)(=O)c1ccc(Br)s1	7%	-4	0%	3%	?	-24	10%	7%	3%	-2%	3%
CCOC(=O)[C@H]1[C@H]2COc3cc(OC)ccc3[C@@H]2N2C(=O)N(c3cccc(Cl)c3)C(=O)[C@@]12C	7%	3	.	-6%	11%	-8	1%	19%	5%	5%	?
C=CCn1cc(C(=O)OC)c(=O)c2cc(S(=O)(=O)N3CCCCCC3)ccc21	4%	3	-1%	0%	-7%	-3	16%	?	0%	4%	3%
C=CCNC(=S)Nc1sc2c(c1C(=O)OCC)CCN(C(=O)OCC)C2	12%	-8	-4%	-4%	1%	.	.	.	8%	.	?
O=C1CC(=O)C(n2cncn2)C(c2ccc(Cl)cc2Cl)C1 (stereo not drawn)	?	-7	1%	1%	20%	-9	10%	9%	-8%	-3%	3%
Cc1cccc(-n2c(C)cc(/C=N/O)c2C)c1	.	13	1%	-9%	-9%	7	-23%	-19%	3%	1%	-1%
Cc1ccccc1SCC(=O)NC1CCOC1=O (stereo not drawn)	-5%	0	-1%	5%	0%	7	14%	-2%	-2%	2%	1%
[N-]=[N+]=NC1c2ccccc2C(=O)N1Cc1ccccc1 (stereo not drawn)	-1%	-10	5%	5%	0%	4	-12%	0%	5%	-1%	-1%
O=C(CN1CCN(Cc2ccccc2)CC1)Nc1cccc(S(=O)(=O)N2CCCCCC2)c1	7%	-1	0%	0%	-27%	-25	?	?	2%	-1%	0%
Cc1cccc(C)c1NC(=O)CSc1nc(N2CCOCC2)nc(N2CCOCC2)n1	-6%	-11	-5%	-13%	.	0	8%	-3%	2%	2%	1%
CCCC(C)C(=O)Nc1ccc(C(N)=O)cc1 (stereo not drawn)	1%	-9	-3%	0%	21%	6	3%	0%	-2%	-1%	5%
O=C(CN1CCCCC1)NNC(=O)c1ccc([N+](=O)[O-])cc1	?	-3	3%	.	-1%	4	-7%	-1%	0%	2%	1%
COC(=O)C1CCN(C(=O)COC(=O)c2ccc(OC)c(S(=O)(=O)N3CCCc4ccccc43)c2)CC1	-10%	-16	0%	1%	1%	-12	-7%	4%	12%	1%	-1%
O=C(CNCc1ccccc1)NC1C2CC3CC(C2)CC1C3 (stereo not drawn)	3%	-2	-1%	0%	?	-11	-12%	-1%	1%	-1%	-2%
